# AmpC inh det – Promiscuous and Specific Inhibitors of AmpC Beta-Lactamase (assay with detergent); Potency, µM (doses to about 28.7 µM), for inactives: at the highest dose activity change, negative = inhibition; 71,000 tested, 0.09% active; purified AmpC, nitrocefin hydrolysis with detergent; P00811; active = well fitted curve in the direction sought with a large enough effect
# Target sequence (P00811 whole entry, looked up): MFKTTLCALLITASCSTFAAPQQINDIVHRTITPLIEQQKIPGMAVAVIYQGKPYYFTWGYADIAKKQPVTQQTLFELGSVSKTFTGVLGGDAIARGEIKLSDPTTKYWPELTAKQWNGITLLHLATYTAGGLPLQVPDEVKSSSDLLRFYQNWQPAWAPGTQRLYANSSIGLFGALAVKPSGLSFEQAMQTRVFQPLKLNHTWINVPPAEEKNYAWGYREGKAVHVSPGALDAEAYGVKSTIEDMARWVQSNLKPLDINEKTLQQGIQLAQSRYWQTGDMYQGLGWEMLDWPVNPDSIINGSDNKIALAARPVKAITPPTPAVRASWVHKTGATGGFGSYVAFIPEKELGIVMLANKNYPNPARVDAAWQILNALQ
#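 E. coli AmpC (5.3 nM) in 20 mM phosphate pH 7.0 with 0.01% Triton X-100, preincubated 15 min RT with compound; nitrocefin (2 uL of 800 uM stock) hydrolysis followed by 480 nm absorbance every 20 s over 4 min.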
# * marks the source's active call; other numbers are inactive results; & = joins results of further samples; [ ] = dose if it differs, or a comment. % is scaled to controls: 0 for no effect and ±100 for the full control effect; potency is read from the fitted curve at half-maximal effect.
SMILES,AmpC inh det
CN1CCN(c2ncc3nc(-c4cn(C)c5ccccc45)c(=O)n(Cc4cccs4)c3n2)CC1,-2.2%
CC(C)C(=O)Nc1ccc(Nc2ccccc2)cc1,7.1%
CC(C)COc1ccc(C(=O)NCc2ccco2)cc1,-2.2%
CCOC(=O)c1ccc2[nH]c(-c3ccc(S(=O)(=O)F)cc3)cc(=O)c2c1,-1.9%[5.75 µM]
CN(C)c1ccc(C2=NOC(CN3C(=O)c4ccccc4S3(=O)=O)C2)cc1 (stereo not given),2.7%
COc1cccc(OCCn2ccnc2)c1,-0.9%
O=C(O)Cn1cc(C(=O)C2CC2)c2ccccc21,1.1%
O=C(Cc1c(F)cccc1Cl)Nc1ccon1,-0.5%
CC1(C)C(=O)Nc2ccccc2N1C(=O)COC(=O)Cn1cnc2ccccc2c1=O,-1.8%
O=S(=O)(c1ccc2ccccc2c1)N1CCN(S(=O)(=O)c2ccc3ccccc3c2)CC1,-2.8%[5.75 µM]
CC1(C)Oc2ccc(C(=O)NC3CC3)cc2N(CC(=O)N2CCOCC2)C1=O,-2.4%
CSc1ccc2c(c1)c(CCN)c(C)n2Cc1ccccc1Cl,-2.8%[5.75 µM]
COC(=O)C1=C(C)NC(C)=C([N+](=O)[O-])[C@H]1c1ccccc1C(F)(F)F,-2.0%&-3.5%
CCN=c1sc(C(=O)NCCc2ccccc2)cc(=O)n1CC,8.1%
CCN(CC)c1cccc(O)c1,9.9%
CN(C)c1ccc(C(=S)NCc2ccco2)cc1,-4.3%
CNC(=O)C1(C)C=CC2(CCCCC2)N1C(C)=O (stereo not given),22.2%
Cc1cccc(-c2c3c(=O)n(C)c(=O)n(C)c3cn2-c2ccccc2O)c1,-3.9%
Cn1cccc1Cc1nnc(SCC(=O)N2CCCC2)n1CCc1ccccc1,5.6%
CCN(CC)CCn1c(SCC(=O)NCc2ccco2)nc2c(sc3ccccc32)c1=O,3.3%
COc1ccc(NC(=O)c2cncc(Br)c2)c(S(=O)(=O)N2CCOCC2)c1,-1.6%
O=C(NCc1cccnc1)C1CC(=O)N(c2ccc(Cl)cc2)C1 (stereo not given),-4.9%
CC(=O)Cc1nsc(NC(=O)c2ccc(COc3ccccc3)o2)n1,20.7%
Cc1cc(C(=O)NCCC2=CCCCC2)c(C)o1,14.4%

# Three compounds from above, arranged by molar mass, smallest number first.
SMILES,AmpC inh det
Cc1cc(C(=O)NCCC2=CCCCC2)c(C)o1,14.4%
CN(C)c1ccc(C(=S)NCc2ccco2)cc1,-4.3%
COC(=O)C1=C(C)NC(C)=C([N+](=O)[O-])[C@H]1c1ccccc1C(F)(F)F,-2.0%&-3.5%

# Retrieved by structure from the list above, two records:
SMILES,AmpC inh det
Cc1cc(C(=O)NCCC2=CCCCC2)c(C)o1,14.4%
CCN(CC)c1cccc(O)c1,9.9%

# Remaining list, next part:
SMILES,AmpC inh det
Cc1cc2ccccc2n1CCNC(=O)C(C)C,10.0%
Cn1c(NCc2ccco2)nc2c1c(=O)n(Cc1ccc(Cl)cc1Cl)c(=O)n2C,-4.1%
Cn1c(=O)c(=O)n(C)c2cc(S(=O)(=O)NCCc3ccccc3)ccc21,-1.5%
NC[C@H]1O[C@@H](n2cnc3c(=O)[nH]c(N)nc32)[C@@H](O)[C@@H]1O,-2.2%[5.75 µM]
COc1ccc(-c2c3c(=O)n(C)c(=O)n(C)c3cn2C2CCCCC2)cc1,6.8%
Cc1ccc(OCC(O)CN2CCN(Cc3ccc4c(c3)OCO4)CC2)c(C)c1 (stereo not given),-4.1%
CSCCC(NC(=O)c1cc(CC(C)C)oc1C)C(=O)O (stereo not given),-4.4%
COc1ccc(OC)c(CN2CCN(C(=O)c3cccs3)CC2)c1,-3.8%
Oc1ccc(-c2nc3cnccn3c2Nc2ccc3c(c2)OCCO3)cc1,10.7%
CCC(=O)c1c(O)n(C2CCCCCC2)c(=O)[nH]c1=O,0.8%
Nc1c(C(=O)N2CCOCC2)sc(=S)n1-c1ccccc1,-1.2%
OCCSc1nncn1/N=C/c1c[nH]c2ccccc12,-0.9%
COc1ccccc1NC(=O)N1CCc2[nH]c3ccc(Cl)cc3c2C1,-6.1%
CN1CCN(c2ccnc(-c3cccc(NS(C)(=O)=O)c3)n2)CC1,9.7%
Cc1ccc(N=Nc2c(O)ccc3cc(S(=O)(=O)O)ccc23)cc1,-4.7%[5.75 µM]
COc1ccc(S(=O)(=O)Nc2ccc3c(c2)OCO3)cc1OC,-7.0%
CC(=O)N1CCN(C(=S)c2ccc(N(C)C)cc2)CC1,4.9%
Cc1ccc(-c2csc3nnc(SCC(=O)Nc4nsc(-c5ccccc5)n4)n23)cc1,-6.4%
Cc1cc(C)nc(NC(=O)CN2C(=O)c3ccccc3C2=O)n1,-5.1%
CSc1nc(-c2ccccc2)nc2[nH]ccc(=O)c12,-1.6%
CN1C(=O)c2ccccc2C(C(=O)NCCCN2CCCC2)C1c1c[nH]c2ccccc12 (stereo not given),13.6%
COc1ccc(S(=O)(=O)N(C)CC(=O)NC2CCCC2)cc1Cl,-4.7%
C#CC(C)(C)NC(=O)c1ccccc1OC,0.1%
Cc1ccc(OCC(=O)Nc2cc(-c3nn4c(C)nnc4s3)ccc2C)cc1,8.8%
CN1CCCc2cc3c(C(F)(F)F)cc(=O)oc3nc21,2.7%
OC(COc1cccc(OCC(O)CN2CCOCC2)c1)CN1CCOCC1 (stereo not given),-1.3%
COc1ccc2c(c1)-c1ccccc1S(=O)(=O)N2C(C)=O,-29.0%
COc1ccccc1N1CCN(CC(O)c2ccc3cc[nH]c3c2)CC1 (stereo not given),6.7%
O=C(O)/C=C(/C(=O)O)[C@]12CCN3CC4=CCO[C@@H]5CC(=O)N[C@@H]1[C@H]5[C@H]4C[C@H]32,-3.4%[5.75 µM]
COc1ccc(C(=O)Nc2cc(OC)cc(OC)c2)cc1,7.0%
FC(F)(F)c1ccccc1Cl,11.1%
O=C(CSc1nnnn1-c1ccc2c(c1)OCO2)NCc1ccccc1,-2.7%
COC(=O)CN(c1c(C)cccc1C)S(C)(=O)=O,-1.0%
COC(=O)C1CCCN1C(=O)C1CCCN1C(=O)CNC(=O)OCc1ccccc1 (stereo not given),-6.7%
CC(C)CCOc1ccc(C(=O)O)cc1,9.7%
CC(=O)Nc1ccc(S(=O)(=O)N2CCCCC2c2cccnc2)cc1 (stereo not given),-2.8%
CCCN(CCC)[C@H]1CCc2c(F)ccc(O)c2C1,1.4%&0.5%
Cc1ccc2nc(-c3ccccn3)oc2c1,2.2%
O=C(C1CC2CCC1C2)N1CCN(Cc2ccc3c(c2)OCO3)CC1 (stereo not given),-0.5%
ClC(Cl)Br,10.7%
C(=N\n1cnnc1)/c1ccc(N2CCOCC2)cc1,-0.7%
O=C1CC(C(=O)Nc2ccccc2)N=C(N2CCCCC2)N1 (stereo not given),-2.6%
COCC(=O)Nc1ccccc1NC(C)=O,-1.8%
O=S(=O)(Nc1cccc(C(F)(F)F)c1)c1cnc[nH]1,-1.6%
COc1cccc(Oc2ccc(N)cc2)c1,-7.6%
Cc1nn(C(=O)C(C)N2C(=O)c3ccccc3C2=O)c(C)c1Br (stereo not given),7.5%
C=CC(=O)OCC(CC)CCCC (stereo not given),9.6%
COc1ccc(CCn2c(O)c(C=NCc3cccnc3)c(=O)[nH]c2=O)cc1OC,-1.3%
Cn1c(C(=O)NCCCN2CCN(c3ccccc3F)CC2)cc2c(=O)n(C)c3ccccc3c21,10.5%
CCC(CC)C(=O)Nc1cccc(C(=O)Nc2ccc3c(c2)OCO3)c1,-6.1%
COC(=O)c1cc(Br)c(=O)n(CCC2=CCCCC2)c1,-0.5%
CCn1cnc2sc(-c3ccccc3)cc2c1=O,-1.7%
CCOC(=O)CSc1nccc(N(C)C)c1C#N,-0.2%
N[C@@H](CCCCP(=O)(O)O)C(=O)O,-1.6%
CC(=O)Nc1cc(C(F)(F)F)ccc1N1CCOCC1,-5.5%
COc1ccc(CC(=O)N2CCCc3ccccc32)cc1OC,-3.3%
O=C(CSc1nnc(-c2ccco2)n1Cc1ccccc1)c1ccccc1,-4.9%
COC(=O)c1ccc(NC(=O)CSc2nnc(CNc3ccc(F)cc3)n2C)cc1,2.4%
CCOC(=O)c1ccc(S(=O)(=O)N2CCN(CCC#N)CC2)cc1,10.4%
CCOC(=O)CNC(=O)CSc1nnc(-c2ccco2)n1N,-8.1%

# (further entries)
SMILES,AmpC inh det
CCOc1ccc(C(C)C)cc1S(=O)(=O)Nc1ccc(Cl)cn1,-6.5%
Cc1ccc2oc(C(=O)NCc3ccc4c(c3)OCO4)c(C)c2c1,1.3%
CN(C)c1ccc(N=Nc2cccc3ccoc23)cc1,-1.4%[5.75 µM]
COc1ccc(S(=O)(=O)N(C)CC(=O)Nc2ccccc2OC)cc1C,-3.9%
COc1ccc(-n2c(Cc3cccn3C)nnc2SCC(=O)Nc2ccc(Cl)cc2)cc1,16.6%
O=[N+]([O-])c1cccc2c([N+](=O)[O-])cccc12,7.9%
Cc1c(NC(=O)c2cnn3cccnc23)c(=O)n(-c2ccccc2)n1C,-1.8%
CCN(CC)C(=O)CSc1nc2ncccc2[nH]1,-1.1%
CC(=O)Nc1ccc(NC(=O)c2oc3cc(C)c(C)cc3c2C)cc1,8.6%
CCOC(=O)C1CCCN(C(=O)Cc2c(C(=O)O)[nH]c3ccccc23)C1 (stereo not given),-3.1%
Cc1nc2ccccc2c(=O)n1NC(=O)COc1ccccc1,19.2%
Cc1nnc(NCCN2CCOCC2)[nH]c1=O,8.3%

# An excerpt of these results, with tabs:
mol	AmpC inh det
FC(F)(F)c1ccccc1Cl	11.1%
CCN(CC)CCn1c(SCC(=O)NCc2ccco2)nc2c(sc3ccccc32)c1=O	3.3%
COc1ccc2c(c1)-c1ccccc1S(=O)(=O)N2C(C)=O	-29.0%
Cn1c(NCc2ccco2)nc2c1c(=O)n(Cc1ccc(Cl)cc1Cl)c(=O)n2C	-4.1%

# 3 consecutive records already listed, for reference:
SMILES,AmpC inh det
CCOC(=O)C1CCCN(C(=O)Cc2c(C(=O)O)[nH]c3ccccc23)C1 (stereo not given),-3.1%
Cc1nc2ccccc2c(=O)n1NC(=O)COc1ccccc1,19.2%
Cc1nnc(NCCN2CCOCC2)[nH]c1=O,8.3%

# The list goes on.
SMILES,AmpC inh det
c1cncc(CNc2ncn[nH]2)c1,-6.8%[5.75 µM]
Cc1cc2n(n1)C(c1ccsc1)Nc1ccccc1-2 (stereo not given),-5.3%
COc1cc(Cl)c(S(=O)(=O)NCCCN2CCOCC2)cc1Cl,13.0%
CCCCOc1ccc(/C=c2\sc3ncnn3c2=O)cc1,-2.4%
CCOC(=O)c1c(C)[nH]c(C(=O)OCC(=O)N2c3ccccc3CC2C)c1C (stereo not given),-1.2%
CS(=O)(=O)N1CCCC(C(=O)NCc2ccc(F)cc2Cl)C1 (stereo not given),-7.8%
CCOC(=O)N1CCN(c2cc3[nH]c(=S)[nH]c3cc2F)CC1,-8.4%
O=C(O)C1C2C=CC(C2)C1C(=O)Nc1ccc2c(c1)OCCO2 (stereo not given),-8.2%
Cc1ccc(Nc2nc(CSc3nnnn3-c3ccccc3)cs2)cc1,0.8%
O=C(Oc1cc2oc(=O)c3c(c2cc1Cl)CCCC3)c1ccco1,6.9%
Cc1csc2ncc(C(=O)Nc3ccc(C(F)(F)F)cc3)c(=O)n12,11.1%
CCc1ccc2[nH]c(=O)c(CN(CCN(C)C)C(=O)Nc3ccccc3OC)cc2c1,-2.6%
CCOc1ccc(-n2c(=O)cc(N3CCN(c4ccccc4)CC3)[nH]c2=O)cc1,-4.9%
O=C(CSc1nnc2sc3ccccc3n12)NCc1ccco1,-1.4%
Cc1[nH]c2ccc(-c3nnc(SCC(=O)c4ccccc4F)o3)cc2c1C,0.9%
CCOC(=O)C1CCCN(C(=O)C2CCCN(S(C)(=O)=O)C2)C1 (stereo not given),1.2%
COc1ccccc1CNc1n[nH]c(NCc2ccccc2OC)n1,-3.9%
O=C(CCNS(=O)(=O)c1cccc2nonc12)N1CCN(c2cccc(Cl)c2)CC1,-6.6%
O=C(CCN1C(=O)c2ccccc2C1=O)NC1=NCCS1,-2.5%
O=C(c1ccco1)N1CCN(C(=O)c2cnn3c(C(F)(F)F)cc(-c4cccs4)nc23)CC1,1.3%
O=C(NCC1CCCO1)c1cccc(-n2cnnn2)c1 (stereo not given),-4.9%
CC(C)CN1CCC2(CC1)CCN(C(=O)c1csnn1)CC2,0.3%
Cc1cc2oc(=O)cc(CN3CCN(C/C=C/c4ccccc4)CC3)c2cc1O,0.6%
COC(=O)c1[nH]c2ccc(C)cc2c1NC(=O)CN1CCCC(C)(C)C1,-1.4%
CCOc1ccc(C2/C(=C(\O)c3cccc(OC)c3)C(=O)C(=O)N2c2cc(C)on2)cc1OC (stereo not given),11.9%
O=P(O)(CCCP(=O)(O)CCc1ccccc1)CCc1ccccc1,-1.8%
COc1ccccc1CNC(=O)c1ccc(CS(=O)(=O)c2ccccc2OC)o1,-1.6%
N#CC1=C(N)Oc2n[nH]c(-c3ccc(F)cc3)c2C1c1cccc(OC(=O)N2CCOCC2)c1 (stereo not given),-8.4%
Cc1c(C(=O)O)oc2ccc(S(=O)(=O)NCc3ccc(F)cc3)cc12,0.4%
Cc1c(NC(=O)CSc2nc3c(cnn3-c3ccccc3)c(=O)[nH]2)c(=O)n(-c2ccccc2)n1C,13.5%
CCOC(=O)C(C)n1cnc2c(oc3ccccc32)c1=O (stereo not given),-1.7%
Cc1noc(C)c1COC(=O)COc1ccc2c(C)cc(=O)oc2c1,-2.2%
CCCOC(=O)CCc1n[nH]c(=O)[nH]c1=O,-2.6%
COC(=O)C1(Cc2ccccc2)C=C2C(=C(C(C)C)C(=O)C2C)CN1 (stereo not given),-2.0%
Cc1cnc(CNc2nc(-c3ccccc3C(F)(F)F)nc3ccccc23)cn1,3.5%
CCOC(=O)N1CCC(N2C(=O)c3ccccc3C2Nc2ccc(Cl)cn2)CC1 (stereo not given),10.8%
O=C(COC(=O)C1(c2ccccc2F)CCCC1)N1CCN(C(=O)c2ccco2)CC1,-0.6%
COC(=O)c1ccccc1NC(=O)c1nc2nc(C)cc(C(F)F)n2n1,-1.4%

# Screening data (PubChem)

# This is a subset (hit frequency here may not be typical).
